Screening results: PubChem, several laboratories
Calb biofilm kill: kills Candida albicans biofilms; C. albicans biofilm + clotrimazole, Alamar Blue; inhibition, % at 6 µM; 85,000 compounds, 0.14% hits; AID 834;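 active = inhibition above 20%; inactive = inhibition below 20%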;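 also: preformed 24 hr biofilms exposed to compound for 48 hr; 0% = biofilm without compound and 100% = blank killed by clotrimazole plus chlorhexidine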
Smad3 FoxH1 inh: inhibitors of human Smad3 transcription factor binding. P84022. TR-FRET Smad3/Dy647-FoxH1 peptide binding, europium anti-His. inhibition, % at 25 µM. 88,000 compounds, 0.29% hits. AID 630;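 active = compounds that reduce the energy-transfer binding signal between the protein and its labelled peptide by more than half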;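 also: 0% = Smad3 plus labelled peptide maximal FRET and 100% = peptide-only background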
ERb SRC1 inh: ER-beta (human) coactivator binding inhibition; Q92731; TR-FRET ER-beta LBD / SRC1-Cy5 peptide binding; receptor agonist-loaded with 1 µM estradiol; inhibition, % at 25.6 µM; 86,000 compounds, 1.3% hits; AID 633;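 active = compounds whose percent inhibition of the receptor-coactivator binding signal exceeds about 50% in the single-dose screen, limit read from the data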;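 also: 0% = receptor plus peptide wells without compound and 100% = peptide-only wells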
sEH inhibitor: inhibitors of human soluble epoxide hydrolase; P34913; recombinant human sEH enzymatic activity assay; inhibition, % at 2 µM; 91,000 compounds, 0.34% hits; AID 707; in the data active = inhibition above about 80%; also: values of inactives mirror those of a sister screen read the other way; many of its hits are not listed in these tables
sEH act: soluble epoxide hydrolase (human) activation | P34913 | purified human sEH enzymatic activity, activator screen | activation, % at 2 µM | 91,000 compounds, 0.04% hits; in the data active = activation above about 37%; also: values of inactives mirror those of a sister screen read the other way
CD11b adhes enh: increases human CD11b/CD18 adhesion to fibrinogen; AID 1499; activation, % at 10 µM; K562 CD11b/CD18 adhesion to fibrinogen, ATPlite luminescence; 93,000 compounds, 0.07% hits; P05107+P11215;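 active = 10 µM primary screen giving 50% or more activity, confirmed by 40% or more on retest at that dose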; also: strong numbers were not always called active; reference of the scale not given here
Target sequence (P05107 whole entry, looked up, other chains not shown): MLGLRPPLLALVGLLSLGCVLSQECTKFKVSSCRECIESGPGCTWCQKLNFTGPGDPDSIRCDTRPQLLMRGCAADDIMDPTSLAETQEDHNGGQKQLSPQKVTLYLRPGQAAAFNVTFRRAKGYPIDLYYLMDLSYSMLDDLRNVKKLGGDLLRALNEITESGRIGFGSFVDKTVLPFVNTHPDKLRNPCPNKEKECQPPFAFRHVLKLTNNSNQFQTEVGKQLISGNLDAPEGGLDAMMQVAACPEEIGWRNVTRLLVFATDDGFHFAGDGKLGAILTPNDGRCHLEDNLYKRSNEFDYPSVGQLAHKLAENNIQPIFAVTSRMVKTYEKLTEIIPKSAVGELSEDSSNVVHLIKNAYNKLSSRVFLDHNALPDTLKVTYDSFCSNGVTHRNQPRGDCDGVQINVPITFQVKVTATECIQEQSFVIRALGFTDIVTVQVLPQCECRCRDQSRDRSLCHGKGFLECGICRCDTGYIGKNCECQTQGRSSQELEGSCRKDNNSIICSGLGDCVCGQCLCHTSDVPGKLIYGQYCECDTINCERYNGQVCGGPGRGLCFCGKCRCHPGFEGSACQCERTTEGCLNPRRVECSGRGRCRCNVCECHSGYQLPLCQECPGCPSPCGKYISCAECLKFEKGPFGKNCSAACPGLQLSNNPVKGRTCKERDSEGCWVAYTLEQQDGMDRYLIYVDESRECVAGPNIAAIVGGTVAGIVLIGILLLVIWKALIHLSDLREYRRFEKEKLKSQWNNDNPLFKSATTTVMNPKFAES
CD11b adhes inh: blocks human CD11b/CD18 adhesion to fibrinogen; K562 CD11b/CD18 adhesion to fibrinogen, ATPlite luminescence; Mn2+ added to activate the integrin; inhibition, % at 10 µM; 93,000 compounds, 0.54% hits; P05107+P11215;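 active = primary inhibition of 50% or more at 10 µM, then 40% or more on retest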; also: some results filed as inactive read as strong as hits
MT1-MMP txn act: MT1-MMP promoter transcription activation; HT1080 MT1-MMP promoter luciferase reporter, luminescence, overnight; hits give high values; activation factor at 10 µM; 86,000 compounds, 0.16% hits;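 active = activation factor of at least 2 for MT1-MMP transcription at 10 µM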
ERa coact pot: ER-alpha (human) coactivator binding potentiation; TR-FRET ERalpha-LBD/SRC-Cy5 coactivator binding, 2 h; 100 = basal binding, no effect; coactivator binding (% of control), % at 25.6 µM; 86,000 compounds, 1.3% hits; AID 639; in the data active = activity above about 200%;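 also: binding measured in presence of low estradiol as agonist stimulus; 0% = peptide alone without receptor and 100% = receptor with peptide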
Active calls of the source: *; / = no result given; [ ] = remark or other dose. Some of the compounds tested; count on the stated rates, not on these rows.

SMILES | Calb biofilm kill | Smad3 FoxH1 inh | ERb SRC1 inh | sEH inhibitor | sEH act | CD11b adhes enh | CD11b adhes inh | MT1-MMP txn act | ERa coact pot
c1ccc(CC2CCN(C3=Nc4cccc5cccc3c45)CC2)cc1 | 7.8 | -1.5 | -13.3 | -3.2 | 1.3 | -2.6 | 33.5 | 1.5 | 73.1[fluorescence artefact?]
COCC(C)n1c(SCC(=O)NCCC2=CCCCC2)nc2ccccc2c1=O (stereo unspecified) | / | / | / | 1.9 | -1.1 | -1.0 | 4.4 | / | /
O=C(CSc1ncc(C(F)(F)F)cc1Cl)N1CCN(S(=O)(=O)c2ccccc2)CC1 | 3.9 | -5.3 | -5.0 | -8.1 | 7.6 | 2.1 | -13.1 | 1.1 | 90.3
Cc1c(C#N)c2ncn(Cc3ccccc3)c(=O)c2n1-c1ccccc1 | 4.4 | 4.2 | -4.4 | 13.7 | -13.8 | 2.0 | 5.7 | 0.9 | 104.6
OC(COc1ccc2c(c1)CCC2)CN1CCN(c2cccc(Cl)c2)CC1 (stereo unspecified) | 3.5 | 8.8 | -0.7[fluorescence artefact?] | -6.1 | 5.7 | 1.4 | 9.9 | 1.1 | 98.1
CN(C)S(=O)(=O)c1ccc(C(=O)N2CCN=C2SCc2cccnc2)cc1 | / | -16.0 | -4.7 | 2.3 | -1.6 | 0.7 | -12.2 | 1.1 | 108.0
CS(=O)(=O)N1CCN(C(=O)c2ccc(-c3ccccc3)cc2)CC1 | 0.4 | -20.4 | -0.1[fluorescence artefact?] | 8.6 | -8.5 | 0.5 | 3.6 | 1.1 | 104.1
CC(C)CCOCC(=O)Nc1cccc(C(=O)O)c1 | -4.3 | -17.3 | 0.7 | / | / | -1.4 | 21.8 | 0.9 | 128.5
COc1ccc(C2=Nn3c(nnc3C3CCCCC3)SC2)cc1OC | 2.0 | 10.4 | 10.2 | 11.2 | -9.5 | 7.1 | -17.5 | 0.9 | 95.9
COc1ccccc1NC(=O)/C=C/C(N)=O | 4.0 | 6.1 | -14.6 | 6.6 | -7.5 | -4.7 | 4.1 | 1.3 | 105.7
Cc1oc(-c2cccc(Cl)c2)nc1CN1CCC(C(=O)N2CCN(c3ccccc3F)CC2)CC1 | 0.2 | -1.7 | -12.0 | / | / | / | / | 1.1 | 99.3
COC(=O)c1ccc(NC(=O)CS(=O)(=O)Cc2ccccc2)cc1 | 4.1 | -4.5 | -4.6 | / | / | 3.1 | 6.7 | 1.1 | 105.0
CN(Cc1ccccc1)Cc1ccccc1F | 1.0 | 0.3 | -5.2[fluorescence artefact?] | -6.0 | 4.9 | -3.7 | 6.3 | 1.1 | 124.2[fluorescence artefact?]
Cc1noc(NS(=O)(=O)c2ccc(NC(=O)CCC3CCCC3)cc2)c1C | 8.2 | 12.4 | -9.2 | 4.4 | -5.3 | -2.1 | -4.4 | / | 189.6[fluorescence artefact?]
COCCSc1ccccc1C(=O)Nc1ccc2c(c1)OCCO2 | 9.2 | -16.5 | -9.5 | -23.1 | 25.9 | -3.8 | 0.9 | 1.2 | 85.9
COc1ccc(-n2cnnc2SCC(=O)Nc2nc(C)c(Cl)cc2Cl)cc1 | 4.4 | 11.6 | 3.3 | -9.0 | 7.2 | -2.7 | 5.8 | 1.1 | 106.1
CCCCCCCCCC(=O)N/N=C(\C)c1cccnc1 | 4.5 | 8.5 | -5.1 | 49.4 | -48.2 | / | / | 1 | 100.6
O=C(Nc1cc(C(F)(F)F)ccc1N1CCOCC1)c1ccco1 | -0.8 | 2.7 | 1.0 | 1.7 | -2.1 | / | / | 1.1 | 127.5
CC1CCc2nc(NC(=O)Cc3cccs3)sc2C1 (stereo unspecified) | -2.3 | -9.3 | 2.2[fluorescence artefact?] | 9.8 | -7.8 | 2.3 | 10.5 | 1.4 | 121.3
Sc1oc(-c2ccccc2)cc1C=Nc1ccccc1 | 0.7 | 0.1 | 5.5 | -0.4 | -3.1 | 0.4 | 15.0 | 1.8 | 98.6
CC(=O)C1=C(C)NC(SCC(N)=O)=C(C#N)C1C (stereo unspecified) | 7.9 | 12.9 | -9.2[fluorescence artefact?] | -8.5 | 6.4 | -4.8 | 3.8 | / | 101.2
Cc1cc(-c2nnc(SCC(=O)NC3CCCC3)o2)no1 | 13.3 | 1.6 | -1.1 | -6.3 | 7.1 | -3.4 | -3.7 | 1 | 87.2[fluorescence artefact?]
Cc1cc(N2CCCCC2)nc(N2CCOCC2)n1 | -3.9 | 2.7 | -0.1 | -3.2 | 4.6 | 0.8 | -3.4 | 1.1 | 104.3
Cc1c(C(=O)OCCOC(C)C)[nH]c2c1C(=O)CC(c1ccco1)C2 (stereo unspecified) | 7.7 | 10.5 | 28.9 | / | / | -1.7 | 19.4 | 0.3 | 123.1
CCCCCOC(=O)NCC(O)c1ccccc1 (stereo unspecified) | 6.3 | 4.2 | 0.7 | -9.7 | 7.1 | 7.0 | -17.9 | 1.2 | 152.9[fluorescence artefact?]

Other structures:
SMILES | Calb biofilm kill | Smad3 FoxH1 inh | ERb SRC1 inh | sEH inhibitor | sEH act | CD11b adhes enh | CD11b adhes inh | MT1-MMP txn act | ERa coact pot
COc1ccc(C(=O)C(CO)Oc2ccccc2OC)cc1OC (stereo unspecified) | / | / | / | 0.9 | -1.3 | -1.2 | 0.9 | 0.9 | /
CCN(C(=O)c1c(OC)cccc1OC)c1nnc(-c2cccnc2)s1 | 4.4 | 0.8 | 1.1 | / | / | / | / | 0.9 | 121.9
Cc1cc(C)c(C(N)=O)c(Nc2cccc3ccccc23)n1 | -0.4 | -3.1 | 4.0 | 12.4 | -8.6 | / | / | 1.3 | 110.6
Cc1cccc(NC(=O)c2ccc(NS(=O)(=O)c3c(C)noc3C)cc2)c1 | / | / | / | -1.8 | 3.1 | 2.7 | -7.2 | 1.2 | /
CCCc1[nH]nc2c1C(c1cc(OC)ccc1F)C(C#N)=C(N)O2 (stereo unspecified) | -6.7 | -17.5 | -3.5[fluorescence artefact?] | 39.1 | -39.0 | -3.8 | -5.1 | 1.1 | 110.6
Clc1ccc(Cl)c(Oc2ccc(Oc3nc(Cl)ccc3Cl)cc2)n1 | 7.3 | 7.9 | -11.8 | 5.1 | -5.1 | 2.7 | 2.2 | 1 | 104.2
CCN1CC=C2C(C#N)=C(N)C(C#N)(C#N)[C@H](c3ccoc3)[C@H]2C1 | -3.6 | -23.6 | 3.2 | 4.8 | -3.1 | / | / | 1.1 | 88.5[fluorescence artefact?]
CCOC(=O)c1csc(NC(=O)CSc2nnc(C3CC3)n2C)n1 | 9.5 | 6.7 | 1.1 | 4.1 | -7.1 | 6.3 | -12.4 | 1.2 | 114.8
CSc1nnc2c3cc(C)ccc3n(Cc3ccccc3)c2n1 | -0.4 | -22.9[fluorescence artefact?] | 54.3*[fluorescence artefact?] | / | / | 22.2 | -13.1 | 1.3 | 105.1
CCOc1cc(N2CCOCC2)c(OCC)cc1NC(=O)c1nc2nc(C)cc(C)n2n1 | -3.2 | 1.1[fluorescence artefact?] | 39.5 | / | / | -4.0 | -2.1 | 1.1 | 69.8
O=C(c1ccncc1)c1ccc(Br)cc1 | 7.7 | 10.7 | -2.8 | 1.8 | 0.4 | 3.4 | 21.5 | 1.1 | 103.8
Cc1cc(N2CCN(C(=O)c3ccco3)CC2)n2nc(C)c(-c3ccc(Cl)cc3)c2n1 | 1.5 | -4.4 | 55.1*[fluorescence artefact?] | / | / | 70.8 | -14.3 | 1 | 282.2*
O=c1cc(NCCO)c2ccccc2o1 | / | / | / | 3.0 | 0.5 | -4.3 | -8.3 | 1.1 | /
CCc1ccccc1NC(=S)NCc1ccc2c(c1)OCO2 | / | / | / | 1.1 | 1.4 | 1.0 | -1.3 | / | /
Cn1c(CNC(=O)c2ccc(Cl)cc2)nnc1SCC(=O)Nc1sc2c(c1C#N)CCCC2 | -1.7 | -1.8[fluorescence artefact?] | 34.0 | -13.7 | 14.0 | 2.9 | -12.8 | 1 | 249.6*
O=S(=O)(c1ccc(Cl)cc1)N1CCN(Cc2c[nH]c3ccccc23)CC1 | 1.5 | 0.5 | -2.6[fluorescence artefact?] | -0.3 | -1.0 | -4.3 | 3.9 | 1.2 | 102.6
CCC(C)NC(=O)C1CCCN(S(=O)(=O)c2ccc(-n3cnnn3)cc2)C1 (stereo unspecified) | 3.7 | 1.7 | 8.1 | -12.0 | 11.2 | -3.7 | -1.3 | 1.1 | 111.8[fluorescence artefact?]
O=C(Cc1cscn1)c1ccc(O)cc1O | 1.7 | -0.2 | 8.0[fluorescence artefact?] | / | / | 0.0 | 2.2 | 1 | 111.9
CCOc1ccc(N/C(SC)=C(/C#N)C(N)=O)cc1 | 4.0 | 0.4 | 1.7[fluorescence artefact?] | / | / | / | / | 1.1 | 113.2
COc1cccc(NC(=O)CCN2CCN(c3ccccc3F)CC2)c1 | 0.2 | 11.1 | -1.1 | 8.3 | -9.9 | -8.3 | 0.8 | / | 110.3
CCOc1ccc(C2=C/C(=C/c3cccnc3)C(=O)O2)cc1 | / | / | / | -18.6 | 22.5 | -3.0 | -9.5 | / | /
O=C(CSc1nc(-c2ccc(F)cc2)cc(C(F)(F)F)n1)NCc1ccco1 | 2.1 | 3.8 | 14.5[fluorescence artefact?] | 4.3 | -5.0 | / | / | / | 116.3
CCCc1nc2sc3c(c2c(=O)n1N)CCC3 | 5.4 | -10.9 | -8.2 | 4.7 | -6.4 | -5.2 | 11.5 | / | 104.5
COc1ccccc1-c1nnc2sc(-c3cnccn3)nn12 | 7.0 | 9.3 | 64.7* | 13.3 | -10.2 | -3.1 | 8.1 | 1 | 58.9
Cc1noc(C)c1CN1C(=O)NC2(CCCCCCC2)C1=O | 11.9 | -1.8 | 0.9[fluorescence artefact?] | -0.3 | 1.2 | 0.5 | -20.3 | 1.6 | 109.0
CCOc1ccccc1Nc1nnc(SCC(=O)Nc2cc(C)on2)s1 | 7.2 | 5.7 | 16.7 | / | / | 0.4 | -9.9 | 1.1 | 101.4

9 structures already listed, sorted by length of the SMILES, rising.
SMILES | Calb biofilm kill | Smad3 FoxH1 inh | ERb SRC1 inh | sEH inhibitor | sEH act | CD11b adhes enh | CD11b adhes inh | MT1-MMP txn act | ERa coact pot
Cc1cc(C)c(C(N)=O)c(Nc2cccc3ccccc23)n1 | -0.4 | -3.1 | 4.0 | 12.4 | -8.6 | / | / | 1.3 | 110.6
COc1ccc(C2=Nn3c(nnc3C3CCCCC3)SC2)cc1OC | 2.0 | 10.4 | 10.2 | 11.2 | -9.5 | 7.1 | -17.5 | 0.9 | 95.9
COC(=O)c1ccc(NC(=O)CS(=O)(=O)Cc2ccccc2)cc1 | 4.1 | -4.5 | -4.6 | / | / | 3.1 | 6.7 | 1.1 | 105.0
COc1ccc(-n2cnnc2SCC(=O)Nc2nc(C)c(Cl)cc2Cl)cc1 | 4.4 | 11.6 | 3.3 | -9.0 | 7.2 | -2.7 | 5.8 | 1.1 | 106.1
Cc1noc(NS(=O)(=O)c2ccc(NC(=O)CCC3CCCC3)cc2)c1C | 8.2 | 12.4 | -9.2 | 4.4 | -5.3 | -2.1 | -4.4 | / | 189.6[fluorescence artefact?]
O=S(=O)(c1ccc(Cl)cc1)N1CCN(Cc2c[nH]c3ccccc23)CC1 | 1.5 | 0.5 | -2.6[fluorescence artefact?] | -0.3 | -1.0 | -4.3 | 3.9 | 1.2 | 102.6
CCC(C)NC(=O)C1CCCN(S(=O)(=O)c2ccc(-n3cnnn3)cc2)C1 (stereo unspecified) | 3.7 | 1.7 | 8.1 | -12.0 | 11.2 | -3.7 | -1.3 | 1.1 | 111.8[fluorescence artefact?]
O=C(CSc1ncc(C(F)(F)F)cc1Cl)N1CCN(S(=O)(=O)c2ccccc2)CC1 | 3.9 | -5.3 | -5.0 | -8.1 | 7.6 | 2.1 | -13.1 | 1.1 | 90.3
Cn1c(CNC(=O)c2ccc(Cl)cc2)nnc1SCC(=O)Nc1sc2c(c1C#N)CCCC2 | -1.7 | -1.8[fluorescence artefact?] | 34.0 | -13.7 | 14.0 | 2.9 | -12.8 | 1 | 249.6*
